p53ts 39C kill – qHTS Screen for Compounds that Selectively Target Cancer Cells with p53 Mutations: Cytotoxicity of p53ts Cells at the Nonpermissive Temperature. H1299-p53A138V viability at 39C, ATP luminescence, 24 h. Potency, µM (doses to about 46.1 µM), inactives show at the top dose activity change, negative = cell killing, most hits filed as cytotoxic. 130,000 tested, 1.5% active; further: nearly all actives have a fitted effect of over 55% in size
Imprint erasure – qHTS Assay for Compounds that Induce Erasure of Genomic Imprints. Potency, µM (top dose mostly 60.7 µM), for inactives: top-dose activity change, positive = activation, hits mostly activators. mouse ES Peg3-LacZ reporter, beta-gal luminescence, 40 h. 110,000 tested, 0.02% active. AID 1948, 2009;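 further: 0% = negative control wells on the plate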
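Gelatin-coated wells received 300 freshly trypsinized female ES cells with a Peg3LacZ-Neo reporter on the maternal allele, then incubated 40 hours at 37C. BetaGlo was added for 5 minutes at room temperature before a single luminescence read.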
p53ts 32C kill – qHTS Screen for Compounds that Selectively Target Cancer Cells with p53 Mutations: Cytotoxicity of p53ts Cells at the Permissive Temperature; H1299-p53A138V at 32C, ATP luminescence viability, 24 h; Potency, µM (highest dose often 46.1 µM), inactives show at the top dose activity change, negative = cytotoxicity, usual class: cytotoxic; 130,000 tested, 0.93% active;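 further: 0% = DMSO and -100% = full killing by reference compound; nearly all actives have a fitted effect of over 55% in size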
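Viability by ATPlite luminescence after 24 h compound treatment (up to 46 uM) at the permissive 32C. Cells are H1299 carrying p53 A138V. Scale runs from DMSO basal to 100 uM tamoxifen as full kill; AC50 from Hill fits.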
IkB sig inh – IkB Signaling; Potency, µM (series often up to 57.1 µM), for inactives: at the top dose IkBa stabilization activation; 110,000 tested, 0.04% active; ABC-DLBCL IkBa-CBG/CBR dual luciferase ratio, 4 h; response scale: scaled: untreated 0%, proteasome inhibitor 100%; active means well fitted curve in the direction sought with a large enough effect in the signal ratio, not every such curve was filed as active; inconclusive means small, poorly fitted or top-dose-only effect, or a change in a side signal; the % refers to the signal ratio;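 further: the direction sought is a rising ratio; 0% = basal untreated cells and 100% = reference inhibitor full response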
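Luminescence ratio of IκBα-fused green versus native red beetle luciferase in OCI-Ly3 cells, 4 h post-doxycycline with compound; red signal alone, scaled from basal (0%) to zero light (-100%), flagged nonspecific or cytotoxic effects.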
Active calls of the source: *; ? = inconclusive; nt = not tested or not shown; & = joins results of further samples; [ ] = remark or other dose. Unless noted, the call rests on the fitted dose curve; in most records, active means well fitted curve in the direction sought with a large enough effect; inconclusive means small, poorly fitted or top-dose-only effect, or another doubt; inactive means no such curve, though single readings can be large; an effect the other way counts as inactive or inconclusive. Unless noted, on the % scale 0 is the no-effect control and ±100 the full control effect; potency means the concentration at half of the fitted maximal effect.

SMILES	p53ts 39C kill	Imprint erasure	p53ts 32C kill	IkB sig inh
Cc1cc(NC(=O)CC2CCCC2)n(-c2nc3ccccc3[nH]2)n1	-21%	-40%[inhibitor]	-17%	?
COc1ccc(CCNc2oc(COc3cccc(C)c3)nc2C#N)cc1OC	-5%	14%[10.9 µM]	4%	?
Cc1ccc(NC(=O)CSc2nccn2C2CCCC2)cc1	-27%	-13%[10.9 µM]	4%	-1.6%
CCC(C)Nc1nc2c(c(=O)[nH]c(=O)n2C)n1Cc1ccc(F)cc1 (configuration not stated)	1%	-3%[10.9 µM]	11%	3.1%
Cc1ccc(-c2nc(CS(=O)CC(=O)NCCN3CCCC3)c(C)o2)cc1 (configuration not stated)	1%	-5%	-5%	-1.8%
CC(C)c1ccc(NC(=O)CCCc2nc(-c3ccc(Cl)cc3)no2)cc1	-16%	-5%[10.9 µM]	2%	-3.9%
O=C(Nc1nnc(COc2ccc(F)cc2)s1)c1cccs1	10%	-13%	0%	-0.1%
COc1ccc(C(=O)NCC(c2cccnc2)N2CCN(c3ccccc3OC)CC2)cc1OC (configuration not stated)	5%	-14%	-2%	6.4%
CC1=C(C(=O)Nc2ccccc2)C(c2cccs2)n2nc(SCc3ccccc3)nc2N1 (configuration not stated)	18%	-3%[10.9 µM]	6%	-0.4%
O=C(c1ccco1)N1CCN(C(c2ccccc2Cl)c2nnnn2Cc2cccs2)CC1 (configuration not stated)	?	3%	0%	?
CCc1cccc(NC(=O)CCc2c(C)nc3c(c2C)c(=O)n(C)c(=O)n3C)c1	?	-9%[10.9 µM]	-6%	-1.7%
N[C@@H](Cc1cccnn1)C(=O)O	1%[9.22 µM]	-2%[10.9 µM]	0%[9.22 µM]	1.0%[11.4 µM]
COc1cc(Cl)c(C)cc1NC(=O)c1cnn(-c2ccc(F)cc2F)c1C1CCN(C(=O)OC(C)(C)C)CC1	15%	-8%[10.9 µM]	4%	?
Cc1nn(-c2ccccc2)c2sc(C(=O)OCC(=O)N3CCCCC3)cc12	-3%	-5%	0%	2.7%
CCc1nc(SCc2cc(Cl)ccc2OC)n[nH]1	0%	-10%	-3%	-0.8%
CCN(CC)S(=O)(=O)c1ccc(-c2nnc(SCC(=O)N3CCOCC3)o2)cc1	-2%	-6%	-4%	0.2%
Nc1ccc2c(c1)COc1ccccc1O2	1%	-18%	3%	0.4%
COc1cccc2sc(NC(=O)c3ccc(S(=O)(=O)N4CCOCC4)cc3)nc12	-13%	-13%	17%	?
COc1ccc(S(=O)(=O)N(CC(=O)O)Cc2ccccc2)cc1OC	-3%	nt	3%	nt
O=S1(=O)c2ccccc2N(Cc2ccc(F)cc2)c2ccccc21	-18%	-8%[10.9 µM]	0%	?

Rewritten with two lines to a compound: entries from further up.
Sequence of screens – p53ts 39C kill | Imprint erasure | p53ts 32C kill | IkB sig inh
> CCc1nc(SCc2cc(Cl)ccc2OC)n[nH]1
→ 0% | -10% | -3% | -0.8%
> CCN(CC)S(=O)(=O)c1ccc(-c2nnc(SCC(=O)N3CCOCC3)o2)cc1
→ -2% | -6% | -4% | 0.2%
> Nc1ccc2c(c1)COc1ccccc1O2
→ 1% | -18% | 3% | 0.4%
> COc1cccc2sc(NC(=O)c3ccc(S(=O)(=O)N4CCOCC4)cc3)nc12
→ -13% | -13% | 17% | ?

Next part:
SMILES	p53ts 39C kill	Imprint erasure	p53ts 32C kill	IkB sig inh
Cc1ccc(C2C(C(=O)c3cccs3)=C(O)C(=O)N2CCN2CCOCC2)o1 (configuration not stated)	21%	-16%	6%	1.3%
CCCC(=O)C1=C(O)C(C(=O)OC)C(C)(C)CC1=NC(C)C (configuration not stated)	1%	nt	1%	nt
Cc1ccc(-c2nnn(CCC(=O)N3CCCCC3C)n2)cc1 (configuration not stated)	-17%	-12%	-4%	0.8%
CCOC(=O)C1CCN(C(=O)c2ccc(-n3ccc4ccccc43)s2)CC1	-25%	5%[10.9 µM]	2%	?
Cn1c(=O)n(-c2ccc3c(c2)OCO3)c2nc(-c3ccccc3)nc(C(N)=O)c21	-6%	9%[10.9 µM]	7%	-1.3%
COc1ccccc1NC(=O)c1sc2nc(C)c(C(=O)Nc3ccc(C)cc3C)c(-c3ccccc3Cl)c2c1N	32%[activator]	-11%[10.9 µM]	13%	0.9%
O=C(NCCc1ccc(Cl)cc1)c1ccc(CS(=O)Cc2ccccc2Cl)o1 (configuration not stated)	?	-13%[10.9 µM]	3%	?
Cc1ccc(C(=O)Oc2ccc(C(=O)COC(=O)C3CC(=O)N(Cc4ccco4)C3)cc2)cc1 (configuration not stated)	25%	nt	-5%	nt
O=C1CC(Sc2nnc(-c3ccccc3O)o2)C(=O)N1c1ccccc1 (configuration not stated)	1%	-43%[inhibitor]	-3%	?
CCOC(=O)c1sc2ccccc2c1S(=O)(=O)Nc1ccc(N(C)C)cc1	-17%	-12%[10.9 µM]	5%	0.4%
COc1ccc(NC(=O)c2cc(OC)c(OC)cc2OC)c(S(=O)(=O)N2CCOCC2)c1	4%	-7%	7%	-0.8%
CCOc1ccccc1NC(=O)CN(c1nccs1)S(=O)(=O)c1ccc(N)cc1	2%	-5%	6%	0.7%
CCOC(=O)c1ccc(NC(=O)c2oc3ccc4c(c3c2C)C(=O)CC(C)(CC)O4)cc1 (configuration not stated)	-30%	-7%[10.9 µM]	-16%	?
CC(NCc1ccco1)C(=O)N1CCc2ccccc2C1 (configuration not stated)	3%	-6%	33%[activator]	0.0%
CCn1c(SCC(=O)NCc2ccco2)nc2c(c1=O)SC(C)C2 (configuration not stated)	-2%	-2%	-15%	0.4%
COc1c(F)c(F)c(C(=O)Nc2ccc3oc(-c4ccncc4)nc3c2)c(F)c1F	17%	-2%	-1%	1.3%
CC(=O)NCCOC(=O)Nc1cccnc1	12%	-2%	-2%	-1.9%
Cc1cc(-c2ccc(S(=O)(=O)Nc3ccc(Cl)cc3)cc2)on1	-3%	-16%[10.9 µM]	0%	1.8%
Cc1c(Cl)cccc1NC(=O)CSc1nc(=O)n(CCN2CCOCC2)c2c1CCC2	-3%	6%[10.9 µM]	-2%	-3.2%
Cc1ccc(S(=O)(=O)N2CCOCC2)cc1C(=O)NCc1cn2ccsc2n1	-6%	-7%	1%	1.7%
CCOC(=O)c1cc(-c2ccc(F)cc2)n(CC(=O)NC2CCCCCC2)c1C	11%	-14%[10.9 µM]	6%	3.3%
Cc1ccc2nc(C(F)OC(F)(F)F)[nH]c2c1 (configuration not stated)	0%	-17%	4%	-1.0%
CC1=Nc2cc(C(=O)N3CCC(C)CC3)ccc2Sc2ccc(Cl)cc21	2%	-3%[10.9 µM]	5%	?
O=S(=O)(NCC(c1ccco1)N1CCN(c2ccccc2)CC1)c1cc(F)ccc1F (configuration not stated)	2%	-12%[10.9 µM]	12%	?
O=c1[nH]c(=O)n([C@H]2C[C@H](O)[C@H](CO)O2)cc1/C=C\Br	13%	nt	-9%	-6.0%
CCCN1C(=O)C2(/C(=C(\O)c3ccc4c(c3)OCCO4)C(=O)C(=O)N2CCCOC)c2ccccc21 (configuration not stated)	8%	-3%	-3%	1.2%
CCCCNC(=O)c1cc(-c2ccc(OC)cc2)on1	-11%	-21%	-6%	3.2%
COc1ccccc1-c1noc(-c2ccc(NCc3cccnc3)c([N+](=O)[O-])c2)n1	-1%	-6%[10.9 µM]	-7%	1.0%
O=C(c1ccco1)N1CCN(C(c2ccccc2)c2nnnn2Cc2cccs2)CC1 (configuration not stated)	14%	-13%	4%	0.1%
Cc1cc2c(cc3c(SCc4cccc(F)c4)nnc(C)n32)o1	-28%	-15%[10.9 µM]	-5%	-1.4%
COc1cccc(CNC(=O)c2c(O)nc3ccccn3c2=O)c1	4%	-9%[10.9 µM]	3%	?
COc1ccc(C2C(C(=O)NCc3cccnc3)c3ccccc3C(=O)N2C)cc1OC (configuration not stated)	-2%	-1%	-3%	0.5%
Cc1ccc(OCCn2c(CNc3cccc(C)c3)nc3ccccc32)cc1	-19%	-11%[10.9 µM]	9%	?
CC(CN1CCOCC1)OC(=O)C(c1ccccc1)c1ccccc1 (configuration not stated)	19%	nt	-2%	nt
Nc1nc(SCc2ccc3c(c2)OCCO3)n[nH]1	-27%	-13%	?	0.3%
COc1cc2cc(C)c(SCC(=O)N3CCOCC3)nc2cc1OC	1%	-5%	-2%	-1.5%
c1ccc(Nc2nc(-c3ccoc3)nc3ccccc23)cc1	0%	4µM*	12%	0.4%[11.4 µM]
CCOC(=O)c1sc2ccc(S(=O)(=O)N3CCOCC3)cc2c1N	7%	-18%	13%	-0.1%
OCCOCCN1CCN(C2=Nc3ccccc3Sc3ccccc32)CC1	-15%	-12%&23%	5%	nt
COc1cc(SC)ccc1C(=O)Nc1ccc2c(c1)OCCO2	13µM*	-74%[inhibitor]	10µM*	?
Cc1ccc(N2CC(NC(=O)c3ccccc3C(F)(F)F)CC2=O)cc1C (configuration not stated)	-9%	5%[10.9 µM]	2%	-2.7%
Cc1cc(C)nc(SCC(=O)Nn2cnnc2)n1	-11%	-8%	-4%	0.8%
CCCOCc1cc(CN2CCN(c3cccc(Cl)c3)CC2)c(O)c2ncccc12	16µM*	9%[10.9 µM]	-7%	25%
CCOC(=O)c1cc(OC(=O)c2ccccc2Cl)n(-c2ccccc2)n1	29%	-11%[10.9 µM]	15%	-0.9%
COCCNC(=O)CCSc1nc(-c2ccc3c(c2)OCO3)cc(C(F)(F)F)n1	5%	-5%[10.9 µM]	3%	-3.5%
O=C(O)c1cccc(NC(=O)c2cccc(S(=O)(=O)N3CCCCC3)c2)c1	-1%	3%	-30%	-0.9%
CCNCc1cc(Br)c(OCC(=O)Nc2ccccc2)c(OC)c1	4%	nt	2%	nt
Cc1ccc2[nH]cc(CCCN3C(=O)c4ccccc4C3=O)c2c1	-2%	nt	-5%	nt
c1ccc(-c2n[nH]c3ccccc23)cc1	-11%	-6%	13%	-2.6%
c1cnc(N2CCN(Cc3ccc4c(c3)OCO4)CC2)nc1	-1%	-13%	-7%	0.1%
Cc1ccc(-c2noc(CSc3nnc(-c4ccc(Cl)cc4)n3C)n2)cc1	-6%	12%[10.9 µM]	-10%	?
CC(=O)NCCOc1ccc(C(=O)O)cc1	2%	-27%	3%	?
COc1ccc(-n2ccnc(NCc3ccccc3OC)c2=O)cc1	-9%	12%[10.9 µM]	-5%	-0.7%
CCC(=O)N1c2ccc(S(=O)(=O)CCC(=O)N3CCN(c4ccccc4)CC3)cc2CC1C (configuration not stated)	-4%	5%	-8%	-0.3%
COc1cc2c(cc1OC)C(C(=O)O)C(c1ccc(C)o1)N(C)C2=O (configuration not stated)	2%	-11%	1%	-0.1%
CCCc1nc(-c2ccccc2O)n(-c2ccccc2)n1	1%	-18%	2%	-1.2%
CCC(=O)N1CCc2cc(S(=O)(=O)NC(Cc3ccccc3)C(=O)NCc3ccccc3)ccc21 (configuration not stated)	16%	?	8%	0.7%
Cc1ccc(OCC(O)CNS(=O)(=O)c2ccccc2C(=O)N2CCCCC2)cc1 (configuration not stated)	-14%	-3%	11%	-0.9%
O=S(=O)(c1ccccc1)N1CCC[C@@]2(CCN(Cc3cc(C(F)(F)F)cc(C(F)(F)F)c3)C2)C1	-1%	nt	11%	5.1%[11.4 µM]

Exported with two lines to a compound: part of the list above
Order of results – p53ts 39C kill, Imprint erasure, p53ts 32C kill, IkB sig inh
CCCOCc1cc(CN2CCN(c3cccc(Cl)c3)CC2)c(O)c2ncccc12
  16µM*, 9%[10.9 µM], -7%, 25%
CCNCc1cc(Br)c(OCC(=O)Nc2ccccc2)c(OC)c1
  4%, nt, 2%, nt
CCC(=O)N1CCc2cc(S(=O)(=O)NC(Cc3ccccc3)C(=O)NCc3ccccc3)ccc21 (configuration not stated)
  16%, ?, 8%, 0.7%
O=S(=O)(c1ccccc1)N1CCC[C@@]2(CCN(Cc3cc(C(F)(F)F)cc(C(F)(F)F)c3)C2)C1
  -1%, nt, 11%, 5.1%[11.4 µM]
Cc1ccc(-c2noc(CSc3nnc(-c4ccc(Cl)cc4)n3C)n2)cc1
  -6%, 12%[10.9 µM], -10%, ?
COc1cc2c(cc1OC)C(C(=O)O)C(c1ccc(C)o1)N(C)C2=O (configuration not stated)
  2%, -11%, 1%, -0.1%
